15-hLO-2 inh – inhibitors of human 15-lipoxygenase 2 (ALOX15B) | purified 15hLO-2, xylenol orange hydroperoxide absorbance | 0.56% of 110,000 active | Potency, µM (top dose mostly 57.1 µM), for the others: at the highest dose activity change, negative = inhibition, hits mostly inhibitors | AID 881; also: potency is read from the fitted curve at half-maximal effect; nearly all actives have a fitted effect of over 60% in size; many of its hits are not listed in these tables
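Enzyme 50 nM, AA 45 uM, 25 mM Hepes pH 7.5 + 0.01% Triton X-100; cpd preinc 15 min RT, rxn 90 min RT; stop/detect with 200 uM XO + 300 uM Fe(II) in 50 mM H2SO4, 30 min; A573/A405.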
PNC inhibitor – inhibitors of perinucleolar compartment assembly | PC3M PTB-GFP, PNC prevalence imaging, 16 h; stronger effect = lower value | activity change (PNC), negative = inhibition, % at 10 µM | 3.1% of 140,000 active;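 active = readout at or below -70, meaning at least 70% loss of cells showing the perinucleolar compartment, a nuclear body marking cancer cells; inconclusive = readout between -30 and a set limit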;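 also: plate controls were DMSO wells for no effect and camptothecin positive control wells for full effect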
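Read-out is percentage of cells bearing a perinucleolar compartment, from automated 20x imaging of fixed, Hoechst-stained PC3M PTB-GFP cells. Cells were seeded 4 h, then exposed 16 h to compound (23 nl of library stock) in duplicate plates.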
IMPase inh – IMPase inhibition in cells; CHO-M1 cells, IP1 accumulation, HTRF TR-FRET ratio; 120,000 tested, under 10 active; P97697; inhibition (IP1 accumulation), % at 46.1 µM; active = well fitted curve in the direction sought with a large enough effect in the signal ratio, not every such curve was filed as active; inconclusive = small, poorly fitted or top-dose-only effect, or a change in a side signal; inactive = no such curve, though single readings can be large or run the other way; the % refers to the signal ratio;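 also: cells stimulated with carbachol in lithium chloride buffer; plate controls were DMSO basal wells for no effect and reference inhibitor wells for full effect; higher means more IMPase inhibition seen as more IP1 and lower FRET ratio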
Target sequence (P97697 whole entry, looked up): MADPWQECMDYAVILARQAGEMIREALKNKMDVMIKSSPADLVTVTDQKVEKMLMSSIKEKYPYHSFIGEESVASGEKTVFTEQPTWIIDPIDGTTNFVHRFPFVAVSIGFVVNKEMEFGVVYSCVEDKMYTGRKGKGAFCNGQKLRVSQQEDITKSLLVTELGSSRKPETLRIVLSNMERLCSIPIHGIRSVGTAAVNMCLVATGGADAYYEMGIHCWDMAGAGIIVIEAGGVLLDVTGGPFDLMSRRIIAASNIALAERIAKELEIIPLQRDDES
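CHO-M1, 2000 cells/well, cultured 16–30 h; cpd up to 46 uM; carbachol (50 uM solution, stimulation buffer w/ 50 mM LiCl, pH 7.4), 30 min 37C; IP-One TR-FRET, 10 min RT; Ex 320/Em 665, 620; Hill-fit AC50.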
12-hLO inh – blocks human 12-lipoxygenase activity; purified 12-hLO, xylenol orange hydroperoxide absorbance; Potency, µM (doses to about 57.1 µM), without a hit: at the highest dose activity change, negative = inhibition, actives largely listed as inhibitors; AID 1452; P18054; 0.12% of 150,000 active; also: potency is read from the fitted curve at half-maximal effect; nearly all actives have a fitted effect of over 55% in size; many of its hits are not listed in these tables
Target sequence (P18054 whole entry, looked up): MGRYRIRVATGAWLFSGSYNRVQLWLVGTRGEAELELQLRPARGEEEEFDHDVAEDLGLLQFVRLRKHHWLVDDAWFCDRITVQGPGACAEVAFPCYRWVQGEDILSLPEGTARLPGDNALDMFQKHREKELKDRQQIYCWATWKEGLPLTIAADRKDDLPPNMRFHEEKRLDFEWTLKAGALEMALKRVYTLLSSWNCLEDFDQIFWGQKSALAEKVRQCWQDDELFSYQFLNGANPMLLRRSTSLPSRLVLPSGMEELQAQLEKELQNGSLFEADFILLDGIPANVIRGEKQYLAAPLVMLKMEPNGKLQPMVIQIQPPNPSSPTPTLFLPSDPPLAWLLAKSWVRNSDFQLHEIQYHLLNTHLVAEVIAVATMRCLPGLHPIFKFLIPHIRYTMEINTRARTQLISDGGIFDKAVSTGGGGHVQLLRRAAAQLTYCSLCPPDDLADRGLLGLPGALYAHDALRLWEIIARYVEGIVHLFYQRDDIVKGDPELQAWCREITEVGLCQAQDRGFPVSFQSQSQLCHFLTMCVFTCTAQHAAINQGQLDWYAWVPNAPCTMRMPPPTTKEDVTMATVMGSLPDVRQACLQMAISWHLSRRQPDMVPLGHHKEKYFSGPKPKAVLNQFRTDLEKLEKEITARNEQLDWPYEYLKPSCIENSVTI
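Hydroperoxide output read as Fe(III)-xylenol orange absorbance, 573-to-405 nm ratio, after 30 min reaction with 40 uM arachidonic acid. Enzyme: 150 nM purified human 12hLO, 15 min compound preincubation; 25 mM Hepes pH 7.0, room temperature.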
Numbers without * were called inactive; ? = inconclusive; / = no result given; & = joins results of further samples; [ ] = dose if it differs, or a comment. Unless noted, calls follow the shape of the dose curve; as a rule, active = well fitted curve in the direction sought with a large enough effect; inconclusive = small, poorly fitted or top-dose-only effect, or another doubt; inactive = no such curve, though single readings can be large; an effect the other way counts as inactive or inconclusive. Unless noted, % is scaled to controls: 0 for no effect and ±100 for the full control effect.

Every second line gives: 15-hLO-2 inh, 12-hLO inh, PNC inhibitor, IMPase inh
CC1CCN(CC(O)COCCC23CC4CC(CC(C4)C2)C3)CC1 (centres undefined)
    31%[activator], -1%, -8, 0
O=C(O)C1CCCCC1C(=O)Nc1ccccn1 (centres undefined)
    5%, -1%, 34, -4
Cc1cnc(C(=O)Nc2ccc(C(=O)N(C)C3CCCCC3)cc2)cn1
    -2%, -2%, -21, 5
CCC(=O)NCCc1c[nH]c2ccccc12
    -2%, -7%, ?, ?
CCOC(=O)c1[nH]c2ccc(OC)cc2c1NC(=O)CN1CCc2ccccc2C1
    16%, 1%, 5, -3
CCOc1nc(OCC)nc(N2CCC(C)CC2)n1
    6%[2.29 µM], 0%, 38, 7
CCOc1ccc(CC(=O)NCc2cn3c(C)csc3n2)cc1
    5%, 1%, ?, -4
Fc1ccc(N2CCN(c3ncnc4nc[nH]c34)CC2)cc1
    1%, 1%, -17, -2
CC1CN(S(=O)(=O)c2ccc(C(=O)NN3CCN(C)CC3)cc2)CC(C)O1 (centres undefined)
    /, -2%, 8, /
CC/C(C)=N/Nc1nc2sc3c(c2c(=O)[nH]1)CC(C)(C)OC3
    7%[11.4 µM], -7%, ?, 7[1.84 µM]
CNC(CC(=O)O)C(=O)O (centres undefined)
    12%, -2%, /, /
CC(NC(=O)Nc1ccc(F)cc1F)c1ccncc1 (centres undefined)
    -6%, 6%, ?, -16
O=C(COC(=O)Cc1ccc(Cl)cc1Cl)Nc1ccc(OC(F)F)cc1
    /, -4%, -7, /
COc1ccc(NC(=O)CN2CCc3ccccc3C2)cc1S(=O)(=O)N1CCOCC1
    /, 0%, ?, /
COc1ccccc1NC(=O)C1=C(C)Nc2ncnn2C1c1cccs1 (centres undefined)
    -6%, -2%, ?, 2
O=C(c1ccco1)N1CCC2(CC1)CCN(c1cccc(-c3ccccc3)c1)CC2
    3%, -4%, /, /
COc1ccc(C(=O)NCCCc2nc3ccccc3n2Cc2ccccc2C)cc1OC
    /, 3%, ?, /
Cc1cc(C)c2[nH]c(=O)c(CN(Cc3ccco3)C(=O)c3cccs3)cc2c1
    10%, -1%, -20, 4
Cn1c(C(=O)NCCCN2CCN(c3cccc(Cl)c3)CC2)cc2c(=O)n(C)c3ccccc3c21
    20%, 6%, ?, -1
COC(=O)[C@@H]1CC[C@H](C)[C@@H](c2ccc(C)cc2)N1C(=O)c1ccc(/C=N/OC[C@@H](O)[C@H]2O[C@@H]3OC(C)(C)O[C@@H]3[C@H]2O)cc1
    /, 0%, 20, /

Other compounds follow.
Every second line gives: 15-hLO-2 inh, 12-hLO inh, PNC inhibitor, IMPase inh
CCc1ccc(C2C(C#N)=C(N)SC(N)=C2C#N)s1
    ?, ?, 13, -12
CS(=O)(=O)N(CC(=O)N1CCN(Cc2ccccc2)CC1)C1CCCCC1
    -6%, 0%, 31, 7
Cc1cccc(NC(=O)CS(=O)(=O)c2cn(C)c3ccccc23)c1
    -3%, 0%, -20, 5
CC(C)[C@H](NC(=O)OCc1ccccc1)C(=O)OCC(=O)NC1CCCCC1
    2%, -2%, -14, -4
Cc1cc(OC(C)C)nc(NCc2ccccc2)n1
    23%, -8%, ?, 15
Cc1ccccc1NC(=S)NCc1cccs1
    -9%, -1%, ?, 2
CC(c1ccco1)N(C(=O)COc1ccc(Cl)cc1)c1ccccn1 (centres undefined)
    -5%, 1%, -23, -1
O=C(Cc1nn[nH]n1)NCCC1=CCCCC1
    3%, -1%, -7, 5
CCOc1ccc(NC(=O)CN(C)CC(=O)Nc2ccccc2SC)cc1OCC
    /, -1%, -9, 0
CCOC(=O)N1CCN(c2ncnc3nc[nH]c23)CC1
    -1%, -3%, 34, -9
CC(=O)CSc1ccc(C(=O)O)cn1
    /, 4%, -12, /
O=C(NC1CC2CCC(C1)N2Cc1ccco1)c1ccccc1 (centres undefined)
    /, 5%, 13, 8
COc1ccc(C(=O)/C=C/c2cn(CN3CCN(C)CC3)c3ccccc23)cc1
    -11%, -7%, 42, 5
COCCn1c(=O)c(-c2cc(F)cc(F)c2)nc2cnc(N3CCNCC3)nc21
    -1%, 0%, /, /
CCCc1sc(N/N=C/c2ccccn2)nc1-c1ccc(Br)cc1
    /, -3%, 14, /
Nc1cc(-c2cccc([N+](=O)[O-])c2)[nH]n1
    /, 0%, -12, 8
CN1/C(=C\C(=O)Nc2cccc(Cl)c2)C(C)(C)c2ccccc21
    /, 0%, ?, 2
Cc1nn(S(=O)(=O)c2cccs2)c(C)c1Sc1ccc([N+](=O)[O-])cc1
    -9%, -5%, -20, 10
CSc1ccc(CNc2cccc3ccccc23)cc1
    -21%, -5%, ?, -2
Cc1ccc(NC2=NC(c3ccc(O)cc3)n3c(nc(C)cc3=O)N2)cc1 (centres undefined)
    4%, -17%, -1, 4

Going on with the list:
Every second line gives: 15-hLO-2 inh, 12-hLO inh, PNC inhibitor, IMPase inh
CC(C)OCCCn1c(=NC(=O)c2ccncc2)c(C#N)cc2c(=O)n3ccccc3nc21
    ?, -9%, ?, -15
O=C(Cn1nnc2ccccc21)C1CC1
    -9%, -2%, ?, 1
Cc1ccc(-n2nc(C(=O)N/N=C/c3cccc(C(F)(F)F)c3)c3ccccc3c2=O)cc1C
    4%[11.4 µM], -7%, 1, 3[1.84 µM]
O=c1c2ccccc2ncn1CCCSc1ccc(Cl)cc1
    -3%, -10%, -24, 2
O=C(Cc1ccccc1)Nn1cnc2ccccc21
    -2%, -7%, -18, -3
CC(C)NS(=O)(=O)c1ccc(OCC(=O)N2CCCC2)cc1
    /, 0%, 9, 4
Cc1cc(C)nc(-n2nc(C)cc2NC(=O)CNC2CCCCC2)n1
    10%, -6%, 27, 15
CCOc1ccc(Br)cc1S(=O)(=O)Nc1ccc(C(=O)Nc2ccc(C)cc2)cc1
    /, -2%, -2, /
O=C(CSc1nc2ccccc2[nH]1)NCc1ccc2c(c1)OCO2
    /, 1%, 4, -3
O=C(Oc1ccc2c(c1)OCC2=O)c1ccccc1
    -9%, -12%, 37, -2
Cc1occc1-c1nnc(SCC(=O)NCc2cccs2)n1CC1CCCO1 (centres undefined)
    4%, 10%, ?, 0
NS(=O)(=O)c1ccc(CCNC(=O)c2ccccc2[N+](=O)[O-])cc1
    /, -1%, -29, /
COc1cc2oc(=O)cc(-c3ccc(-c4cccc(N)c4)cc3)c2c(OC)c1OC
    ?, -5%[0.00818 µM], /, /
CCOc1cccc(NC(=O)C2CCCN(S(=O)(=O)c3ccc(-n4cnnn4)cc3)C2)c1 (centres undefined)
    -1%, -6%, ?, 7
OC1(CN2CCOCC2)C2CN3CCN(C2)CC1(c1ccccc1)C3 (centres undefined)
    /, 9%, 303, 4
C[C@H](NC(=O)OC(C)(C)C)C(=O)NCC1CCC(C(=O)O)CC1 (some centres undefined)
    1%, -4%, 22, -2
COc1cc(C=O)ccc1OCCCCOc1ccccc1[N+](=O)[O-]
    /, -5%, ?, /
CCC(C)NC(=O)c1c(N)n(/N=C/c2ccccn2)c2nc3ccccc3nc12 (centres undefined)
    6%, -7%, ?, -3
CN(C)c1nc(Oc2ccc(=O)[nH]n2)nc(N2CCOCC2)n1
    -7%, 2%, -21, -4
Cc1c(Cl)ccc2c1NC(=O)[C@]21N[C@@H](Cc2ccccc2)[C@H]2C(=O)N(c3ccc(F)cc3)C(=O)[C@H]21
    5%, -11%, 46, 3

Pulled by compound from the list above (2):
Every second line gives: 15-hLO-2 inh, 12-hLO inh, PNC inhibitor, IMPase inh
CC(C)NS(=O)(=O)c1ccc(OCC(=O)N2CCCC2)cc1
    /, 0%, 9, 4
CCC(C)NC(=O)c1c(N)n(/N=C/c2ccccn2)c2nc3ccccc3nc12 (centres undefined)
    6%, -7%, ?, -3

Later entries:
Every second line gives: 15-hLO-2 inh, 12-hLO inh, PNC inhibitor, IMPase inh
COc1cccc(C(=O)N2CCN(S(=O)(=O)Cc3ccccc3)CC2)c1
    -12%, -4%, -11, -3
O=C(Cn1cnc2c(cnn2-c2ccccc2)c1=O)NCc1ccccc1
    -3%, -2%, -2, 8
CCOC(=O)c1cc(CC)sc1/N=C/c1c(O)ccc2ccccc12
    /, -5%, -88*, /
CC(=O)[C@H]1CC[C@H]2[C@@H]3CCC4=CC(=O)CC[C@]4(C)[C@H]3CC[C@]12C
    -6%&-22%&3%, -7%&2%&-10%, 56, 12
CCC(=O)Nc1ccc2nc(C3CC3)n(Cc3ccccc3)c(=O)c2c1
    -1%, 2%, -29, 0
COC(=O)[C@@]1(Cc2ccc(F)cc2)[C@H]2c3cc(C(=O)N(C)C)n(Cc4ccsc4Br)c3C[C@H]2CN1C(=O)c1ccccc1
    16%, -3%, /, /
CC(C)CNC(=O)CN(C1CCCCC1)S(C)(=O)=O
    12%, 0%, 19, 1
COC(=O)NNC(=O)COc1cc(C)c(Br)cc1C(C)C
    /, -2%, 37, /
CN1C2CCC1/C(=C\c1ccc(F)cc1)C(=O)/C2=C/c1ccc(F)cc1
    /, -3%, 0, -1
O=C(NCc1ccc2c(c1)OCO2)c1ccc(CS(=O)(=O)Cc2cccc(Cl)c2)o1
    /, -3%, 4, /
CNC(=O)[C@@H]1O[C@@H](n2cnc3c(NCc4ccc(N)cc4)ncnc32)[C@@H](O)[C@H]1O
    -4%, -2%, /, 3
COc1ccc(S(=O)(=O)NC(CC(=O)NCc2ccco2)c2ccco2)cc1 (centres undefined)
    0%, 1%, ?, 0
COC(=O)c1ccc(C2C(Oc3ccc(OC)cc3)C(=O)N2CCc2ccc(F)cc2)cc1 (centres undefined)
    -9%, -2%, -10, 5
CCc1cc(C(=O)NNC(=S)Nc2cccc(C)c2)cs1
    /, -4%, ?, 2
COc1ccc(CNc2ccccc2)cc1Br
    /, 7%, -10, -9
CCn1c(CCCOc2ccc(Cl)cc2Cl)nnc1SCC(=O)Nc1cccc(F)c1
    -1%, -8%, 4, -3
COc1cccc(-n2cc3c(=O)n(C)c(=O)n(C)c3c2)c1
    -5%, -6%, 6, 4
Cc1cc(-c2ccc(N=Nc3cc(S(=O)(=O)O)c4ccccc4c3N)c(C)c2)ccc1N=Nc1cc(S(=O)(=O)O)c2ccccc2c1N
    3.2µM*, ?, /, /
CC1C(=O)CCN(C(C)C)C1C (centres undefined)
    -6%, 2%, -9, 3
Cc1ccc(S(=O)(=O)N(C)c2ccc(C(=O)O)cc2)cc1
    7%, 0%, 13, -13

Next section:
Every second line gives: 15-hLO-2 inh, 12-hLO inh, PNC inhibitor, IMPase inh
Cc1cccnc1NC(=O)C1CCN(S(=O)(=O)c2c(C)noc2/C=C/c2ccco2)CC1
    /, -3%, -26, /
CC(=O)Oc1ccc2ccccc2c1C(NC(=O)Cc1ccccc1)c1ccc(Cl)cc1 (centres undefined)
    1%, -9%, 15, -1
Cc1cc(C(=O)Nc2cccc3ncccc23)no1
    -9%, -1%, 16, 4
Cc1ccc(Sc2ccc(NC(=O)c3ccc(S(C)(=O)=O)cc3Cl)cc2)cc1
    /, 4%, 17, ?
COc1ccc(Cn2nnnc2C(c2ccc(F)cc2)N2CCN(C3CCCC3)CC2)cc1 (centres undefined)
    11%, -10%, -7, 10
O=C(C1=NN[C@@H]2C(=O)N(c3cccc(F)c3)C(=O)[C@H]12)c1ccc2ccccc2n1
    /, 0%, ?, 1
N#CC1=C(N)NC(SCc2ccccc2)=C(C#N)C12CCCC2
    /, -27%, -113*, /
N#C/C(=C/c1ccc(N2CCCCC2)cc1)c1cccc(F)c1
    /, 2%, -16, 13

These rows are one share of the data, so the mix of outcomes need not match the whole.
